# M4 PAM = positive allosteric modulators of human muscarinic M4 receptor | activation, % at 3 µM | CHO-K1 hM4/Gqi5, Fluo-8 calcium fluorescence, ACh EC20; 0% = ACh EC20, 100% = maximal ACh | AID 624126 | hit rate 0.4% among 360,000;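 active = activation above its plate's cutoff, the mean activation of sample wells plus 3 SD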; also: some results filed as inactive read as strong as hits
# M4 ag = CHRM4 agonism in calcium assay. P08173. CHO-K1 hM4/Gqi5, Fluo-8 calcium fluorescence; vehicle 0%, full acetylcholine response 100%. activation, % at 3 µM. hit rate 0.14% among 360,000;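 active = activation above the run mean over all test wells plus 3 SD, cut at about 32% in these data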;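 also: peak over basal fluorescence ratio per well then scaled between controls; 0% = DMSO wells and 100% = acetylcholine at EC100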
# IDE inh = inhibits human insulin-degrading enzyme in HEK cells; P14735; FAbetaB cleavage, fluorescence polarization; inhibition, % at 5.59 µM; hit rate 0.41% among 320,000;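 active = percent inhibition above the average of all tested compounds plus 3 SD, set per screening campaign, cut at about 16% in these data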;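 also: IDE supplied by intact live HEK cells; FP after avidin binding of uncleaved biotin substrate so inhibition keeps polarization high; 0% = DMSO wells and 100% = 60 µM reference IDE inhibitor Ii1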
# Target sequence (P14735 whole entry, looked up): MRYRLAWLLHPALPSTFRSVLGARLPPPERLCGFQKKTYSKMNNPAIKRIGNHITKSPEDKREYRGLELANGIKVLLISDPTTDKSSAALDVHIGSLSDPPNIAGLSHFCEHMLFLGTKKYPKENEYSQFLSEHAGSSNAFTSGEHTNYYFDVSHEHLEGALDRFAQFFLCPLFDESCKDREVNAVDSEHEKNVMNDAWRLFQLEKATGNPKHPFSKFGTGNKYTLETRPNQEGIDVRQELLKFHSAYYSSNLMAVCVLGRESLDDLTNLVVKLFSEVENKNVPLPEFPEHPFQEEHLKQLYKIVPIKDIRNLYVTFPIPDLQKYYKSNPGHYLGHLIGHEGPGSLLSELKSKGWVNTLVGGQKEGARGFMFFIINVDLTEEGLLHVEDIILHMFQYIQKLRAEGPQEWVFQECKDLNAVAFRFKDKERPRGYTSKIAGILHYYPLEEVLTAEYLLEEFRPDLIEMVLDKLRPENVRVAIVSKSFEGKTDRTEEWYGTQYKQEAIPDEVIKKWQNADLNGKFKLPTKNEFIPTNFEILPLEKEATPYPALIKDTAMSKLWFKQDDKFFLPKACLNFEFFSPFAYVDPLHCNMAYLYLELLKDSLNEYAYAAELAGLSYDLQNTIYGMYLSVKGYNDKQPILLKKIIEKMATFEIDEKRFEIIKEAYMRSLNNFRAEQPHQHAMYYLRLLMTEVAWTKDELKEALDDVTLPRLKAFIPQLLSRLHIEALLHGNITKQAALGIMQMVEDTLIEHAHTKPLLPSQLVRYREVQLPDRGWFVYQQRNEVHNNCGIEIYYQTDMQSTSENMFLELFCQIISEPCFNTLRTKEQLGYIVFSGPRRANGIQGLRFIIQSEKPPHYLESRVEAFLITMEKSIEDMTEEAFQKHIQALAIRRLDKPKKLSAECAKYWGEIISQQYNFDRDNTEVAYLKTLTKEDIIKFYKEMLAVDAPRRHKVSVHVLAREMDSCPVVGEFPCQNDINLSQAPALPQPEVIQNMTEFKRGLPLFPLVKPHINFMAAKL
# M5 antag = CHRM5 antagonism in calcium assay; inhibition, % at 3 µM; CHO-hM5 cells, Fluo-8 calcium fluorescence, ACh EC80; P08912; hit rate 0.59% among 360,000; AID 624040;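 active = inhibition above a per-plate cutoff, the mean of that plate's test compounds plus 3 SD, cut at about 27% in these data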;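 also: 0% = acetylcholine EC80 with DMSO and 100% = DMSO without agonist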
# CHRM5 PAM = positive allosteric modulators of human muscarinic M5 receptor. activation, % at 3 µM. AID 624038. hit rate 0.3% among 360,000. CHO-K1 hM5, Fluo-8 calcium, ACh EC20 PAM; 0% = ACh EC20, 100% = ACh EC100. P08912;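 active = activation above the run cutoff, the mean activation of all test compounds plus 3 SD, cut at about 18% in these data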
#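 Test system: CHO-K1 hM5 cells / Doses: single-point, 3 µM nominal / Times: Post-acetylcholine fluorescence recording 140 s / Technique: Fluo-8 calcium fluorescence / Measure: Max/basal fluorescence ratio as % of EC20–EC100 ACh window / Benchmarks: low control EC20 acetylcholine (0%), high control EC100 acetylcholine (100%) / Replicates: one well per compound, no replicates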
# CRFBP-R2 block = antagonists of CRF-binding protein/CRF-R2 receptor complex | hit rate 0.59% among 350,000 | HEK293 CRF-R2/CRF-BP, CRF-induced calcium fluorescence | AID 588475 | inhibition, % at 11.8 µM;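 active = inhibition of the ligand-induced calcium signal above about 50% at the single tested concentration, limit read from the data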
# CHRM5 agonist = agonists of human muscarinic M5 receptor (CHRM5) | CHO-K1 hM5 cells, Fluo-8 calcium fluorescence; 0% DMSO wells, 100% maximal acetylcholine response | activation, % at 3 µM | hit rate 0.19% among 360,000;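 active = activation above the run's mean over test compounds plus 3 SD, cut at about 23% in these data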;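 also: signal is peak over basal fluorescence ratio across the kinetic read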
# M4 antag = CHRM4 antagonism in calcium assay | P08173 | CHO-hM4 cells, ACh EC80, Fluo-8 calcium fluorescence | inhibition, % at 3 µM | hit rate 0.73% among 360,000 | AID 624125;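 active = inhibition above its plate's cutoff, the mean inhibition of sample wells plus 3 SD, cut at about 27% in these data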;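 also: 0% = acetylcholine EC80 with DMSO and 100% = DMSO without agonist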
# CRFR2-BP ag = agonists of human CRF-binding protein/CRF-R2 receptor complex. HEK293 CRF-R2/CRF-BP, calcium dye fluorescence (FLIPR); percent of saturating CRF peptide response. activation, % at 13.2 µM. hit rate 0.46% among 350,000;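 active = activation of at least 50%, plus an integration ratio under a set limit after plate pattern correction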;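 also: plate controls were neutral control wells without compound for no effect and CRF at EC100 for full effect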
# An asterisk follows results filed as active; . = not tested or not shown; & = joins results of further samples.
M4 PAM	M4 ag	SMILES	IDE inh	M5 antag	CHRM5 PAM	CRFBP-R2 block	CHRM5 agonist	M4 antag	CRFR2-BP ag
0	1	O=C(NCc1ccc(Cl)cc1)c1ccc(Cl)cc1[N+](=O)[O-]	-2	1	-6	3	0	3	-1.2
9	1	CCOC(=O)c1c(NC(=O)CSc2ncnc3[nH]ncc23)sc2c1CCC(C)C2 (stereo not given)	4	-1	5	-24	-2	5	2.2
9	2	CCCNC(=O)C1CC(c2ccccc2[N+](=O)[O-])=NO1 (stereo not given)	2	1	12	3	-1	-24	0.6
-7	12	O=C(NCc1cccc(Cl)c1)c1ccc(CS(=O)Cc2ccc(Cl)cc2)o1 (stereo not given)	3	26	-9	15	-4	-2	-0.7
8	1	O=C(c1cccc(F)c1)N1CCCC(C(=O)N2CCN(c3ccccc3)CC2)C1 (stereo not given)	-2	13	-2	0	-3	-1	2.0
5	1	Cc1cc(C)c(OCC(=O)Nc2ccc(S(=O)(=O)N3CCOCC3)cc2)c(C)c1	-1	1	-3	19	-6	4	2.2
-3	1	CCC(c1nnc(SCC(=O)Nc2ccc(C(=O)Nc3ccccc3OC)cc2)o1)N(C)C (stereo not given)	0	-7	-3	8	-1	-1	-0.9
0	-2	Cc1cc(C)c(S(=O)(=O)c2ccccc2C)c(OCC(C)(C)C)n1	-1	-16	-5	5	-2	2	1.6
14	3	CCOc1ccc(NC(=O)CN2CCN(c3ccc(F)cc3)CC2)cc1	7	0	2	-4	-4	-14	-0.1
4	0	CCOC(=O)C1CCN(c2ccc(C(=O)O)cc2[N+](=O)[O-])CC1	6	6	4	1	-1	0	-0.4
1	1	CCOc1ccc(N2C(=O)CS/C2=C(\C(Cl)=C(Cl)Cl)[N+](=O)[O-])cc1	-4	7	-3	-8	3	1	-1.1
-6	1	Cc1nnc(CN(C)Cc2cn[nH]c2-c2ccc(-c3ccccc3)cc2)o1	2	-3	-2	-9	10	3	-0.9
-6	0	O=S(=O)(N/N=C\c1cn(-c2ccccc2)nc1-c1ccccc1)c1ccccc1	-8	1	2	6	-3	3	-0.8
-12	9	O=C(NCCn1cc(SCc2ccc(F)cc2)c2ccccc21)c1ccccc1F	1	4	-16	6	1	28*	5.7
-6	-1	O=C(Nc1ccccc1Cl)Oc1ccc(-c2ccccc2)cc1	1	7	0	26	-4	6	-3.6
-3	4	CCOc1ccc(C(=O)Nc2ccc(S(=O)(=O)N3CCN(C)CC3)cc2)cc1	1	5	-4	-6	-1	-12	-0.8
-5	1	Cc1c(Br)c([N+](=O)[O-])nn1C(C)C(=O)NCC1CCCO1 (stereo not given)	-3	4	0	12	-1	4	1.0
-1	1	COc1ccc(-n2c(SCC(=O)N(C)C3CCS(=O)(=O)C3)nc3ccc(O)cc3c2=O)cc1OC (stereo not given)	4	29*	-8	1	-2	0	-1.2
-4	0	Cc1ccc(S(=O)(=O)Oc2ccc(/C=C(/NC(=O)c3ccccc3)C(=O)NCCCC(=O)O)cc2)cc1	3	-4	1	-4	-2	2	-0.2
-6	0	Cc1cc(C(=O)N(NC(=O)C(C)C)c2ccccc2)cs1	-2	5	5	19	-1	5	-1.9
10	0	O=C(O)c1oc2ccccc2c1-n1cccc1	4	-2	3	-1	-1	2	1.0
11	3	CCOC(=O)c1[nH]ncc1CN1CCCC(C(=O)c2ccc(C(C)(C)C)cc2)C1 (stereo not given)	11	1	8	-30	-7	-14	2.1
-12	18	COc1ccc(Cl)cc1NC(=O)CSC1=NN2CCCC(=O)N=C2S1	4	0	-2	5	8	-8	0.0
8	2	O=c1[nH]c(Nc2ccccc2)cc2ccccc12	19*	-11	2	-43	-1	9	63*
2	3	CS(=O)(=O)N(CC(=O)NCCSCc1c(F)cccc1Cl)c1cccc([N+](=O)[O-])c1	2	5	-1	4	-2	-1	0.7
-3	-1	CCN(CC(=O)NCc1cccs1)c1nnnn1-c1ccccc1	-1	-6	10	-1	-4	-1	0.6
9	0	CC(=O)C1C(c2ccc(Cl)cc2)NC(=O)NC1(O)C(F)(F)F (stereo not given)	-1	4	-2	0	0	-12	1.3
-11	10	CC(Sc1nc2ccccc2c(=O)n1CC1CCCO1)C(=O)N(C)c1ccccc1 (stereo not given)	2	7	-10	4	-7	12	1.5
6	1	Cc1[nH]c2ccccc2c1C(c1ccncc1)N1CCN(c2ccccn2)CC1 (stereo not given)	2	3	7	-8	-1	2	-0.1
-1	0	COCCCNC(=O)Cc1ccccc1OC	5	-1	-1	10	1	7	-2.3
3	0	Nc1ccccc1C(=O)NCCN1CCNC1=O	3	8	6	4	-4	7	-0.3
3	2	CC(C)N=C(NS(=O)(=O)c1ccc(Br)cc1)c1ccc(Cl)cc1	6	8	1	9	-3	1	-3.1
-2	0	O=C1NC[C@H](Cc2ccc(O)cc2)N(C[C@H]2CCCN2C[C@H](Cc2ccccc2)N2C[C@H](Cc3ccccc3)N(CCc3ccccc3)C(=O)C2=O)C1=O	.	2	-3	.	-2	-4	.
-10	0	CCOC(=O)c1cc(-c2ccccc2)sc1NC(=O)C(C)Sc1nnnn1C (stereo not given)	0	10	-16	8	-3	8	3.5
2	1	COc1ccccc1-c1cc(C(F)(F)F)nc(S(=O)(=O)CCCC(=O)N2CCCCC2C)n1 (stereo not given)	2	4	7	-15	-2	2	-0.1
-1	7	O=C1C2C3C=CC(C3)C2C(=O)N1CCN1CCN(S(=O)(=O)c2ccc3ccccc3c2)CC1 (stereo not given)	-1	-7	-10	4	-6	-16	-1.3
0	.	COc1ccc2c(c1)CCCO[C@]21O[C@H](CCO)C[C@H](O)[C@H]1O	.	-5	3	15	2	-3	-0.5
21	1	CCOc1cc(C)c(Cl)cc1S(=O)(=O)NCC1CCCO1 (stereo not given)	-1	-5	1	3	-7	-13	-3.2
-1	0	Cc1ccn2c(/C=N/OCc3ccc(F)cc3)c(-c3ccc(Cl)cc3)nc2c1	6	-7	-5	-11	1	-8	-0.6
5&1	1&1	C=C1C[C@]23C[C@@]1(O)CC[C@H]2[C@@]12C=C[C@H](O)[C@@](C)(C(=O)O1)[C@H]2[C@@H]3C(=O)O	-1&5	-2&0	-2&-2	-9&-2	0&2	-14&-11	0.4&-0.4
-4	0	CC(C)(C)c1nc2c(Br)cc(Br)cc2c(=O)o1	5	4	-9	14	-2	1	-0.7
-3	4	O=C(NCC1CCN(Cc2cccc(Cl)c2)CC1)Nc1ccccc1Cl	.	7	-5	-6	-7	-3	-0.7
-2	1	Cc1occc1C(=O)NNC(=O)c1ccccc1F	6	9	4	5	6	4	1.1
-7	13	CCc1cccc(C)c1NC(=O)c1cc(-c2ccncc2)nc2ccccc12	.	16	-19	-2	0	-2	-1.6
-5	0	COc1cc(C(Nc2ccccn2)c2c(NC(=O)c3ccco3)sc(C)c2C)cc(OC)c1OC (stereo not given)	-2	3	-1	13	1	2	2.4
2	1	CN(Cc1ccccc1)C(=O)C1CCCN1S(=O)(=O)c1ccc(Cl)cc1 (stereo not given)	5	-4	-3	7	3	-4	-3.6
-3	0	Cc1nn(S(=O)(=O)c2ccc(F)cc2)c(C)c1S(=O)(=O)N1CCOCC1	0	16	-7	15	-3	8	-0.4
-4	0	CCOC(=O)CN1CC23C=CC(O2)C(C(=O)Nc2ccc(F)cc2)C3C1=O (stereo not given)	-6	-1	4	7	-8	-6	-1.3

# The final 2 entries of the part before open the next one:
M4 PAM	M4 ag	SMILES	IDE inh	M5 antag	CHRM5 PAM	CRFBP-R2 block	CHRM5 agonist	M4 antag	CRFR2-BP ag
-3	0	Cc1nn(S(=O)(=O)c2ccc(F)cc2)c(C)c1S(=O)(=O)N1CCOCC1	0	16	-7	15	-3	8	-0.4
-4	0	CCOC(=O)CN1CC23C=CC(O2)C(C(=O)Nc2ccc(F)cc2)C3C1=O (stereo not given)	-6	-1	4	7	-8	-6	-1.3
-3	1	CCCCC(C)n1[nH]c(=O)c2c(C)cc(C)nc21 (stereo not given)	-2	12	-11	6	-7	20	-2.6
-5	-1	CCCCn1c(N)c(N(CC(C)C)C(=O)CSC(C)C(=O)Nc2cc(C)on2)c(=O)[nH]c1=O (stereo not given)	5	8	0	-4	0	0	-0.8
7	1	COc1cc(/C=N/NC(=O)CCC(=O)Nc2ccc(F)cc2)ccc1O	2	10	-4	1	-4	-16	0.6
-2	1	CCCOc1cccc(C2C(C(=O)c3ccc(C)o3)=C(O)C(=O)N2CCN2CCOCC2)c1 (stereo not given)	0	12	-8	-14	-2	6	-0.1
-6	1	CCCCC[C@@H](C)N1C[C@H](COCc2ccccc2)Oc2cc(N3CC[C@H](O)C3)ccc2S1(=O)=O	.	7	-4	.	-2	9	.
15	2	CCOC(=O)c1sc2nc3n(c(=O)c2c1C)CCC3	3	-2	4	7	-1	-6	3.5
10	2	CCCCC(=O)Nc1sc2c(c1C(N)=O)CCC2	3	1	7	12	-1	5	-1.2
-11	-1	COc1ccccc1C1CCN(Cc2cccc3ccccc23)CC1	-1	15	-18	-9	-10	2	0.1
4	0	COc1cccc(/C(C)=N/NS(=O)(=O)c2ccc(Cl)cc2)c1	-3	-3	-10	54*	-5	-6	1.2
-2	7	O=C(N/N=C/c1ccccn1)c1cc(-c2ccc(Cl)s2)[nH]n1	-1	10	-8	6	-1	5	-0.5
-3	1	O=[N+]([O-])c1cccc(-c2ccc(CN3CCN(c4ccccc4)CC3)o2)c1	1	11	-5	2	-3	1	-0.7
-3	0	COc1cc(CCN=Cc2ccccc2O)c([N+](=O)[O-])cc1OC	.	-4	0	.	4	4	.

# Only M4 antag, IDE inh and M4 PAM (five entries from above):
canonical_smiles	M4 antag	IDE inh	M4 PAM
CCCCC(=O)Nc1sc2c(c1C(N)=O)CCC2	5	3	10
COc1ccccc1C1CCN(Cc2cccc3ccccc23)CC1	2	-1	-11
COc1cccc(/C(C)=N/NS(=O)(=O)c2ccc(Cl)cc2)c1	-6	-3	4
O=C(N/N=C/c1ccccn1)c1cc(-c2ccc(Cl)s2)[nH]n1	5	-1	-2
O=[N+]([O-])c1cccc(-c2ccc(CN3CCN(c4ccccc4)CC3)o2)c1	1	1	-3

# Further results
M4 PAM	M4 ag	SMILES	IDE inh	M5 antag	CHRM5 PAM	CRFBP-R2 block	CHRM5 agonist	M4 antag	CRFR2-BP ag
-2	4	COc1cccc(CNC(=O)CN2C(=O)NC(c3ccccc3)(c3ccccc3)C2=O)c1	.	-12	6	-20	-3	-3	3.3
13	1	O=C(CN1C(=O)C(=O)N(Cc2ccco2)C1=O)Nc1ccc(F)c(F)c1F	2	5	2	1	2	-16	0.5
5	1	COC(=O)C1=COC(C)C2CN3CCc4c([nH]c5cc(OC)c(OC)cc45)C3CC12 (stereo not given)	1	2	1	-10	0	-18	15
-4	-2	COc1ccc(CN2C(=O)c3ccccc3C2=O)cc1C(=O)Nc1ccc(C)cc1C	-2	-5	-3	6	-3	6	1.3
1	0	COc1ccc(C(C(=O)NCC2CCCO2)N(Cc2ccc(F)cc2)C(=O)CNC(=O)c2ccco2)cc1OC (stereo not given)	-8	-3	2	-13	-1	-10	4.8
0	0	NNC(=O)c1cc2cc3ccccc3nc2s1	5	1	1	-10	-4	5	1.1
4	1	CCOC(=O)N(C)C[C@H]1OCc2cnnn2CCCC(=O)N([C@@H](C)CO)C[C@@H]1C	.	-7	0	-3	0	-21	0.2
0	1	COc1cc(OC)c2cc[nH]c2c1	3	3	-2	-3	-2	8	-1.0
0	0	CCNc1ccc(C(=O)OCC(=O)N(Cc2ccccc2)C(C)(C)C)cc1[N+](=O)[O-]	-1	3	0	-11	-3	-8	1.3

# Random draw from the library; about 2.9% have a hit in one of these screens.
